# ERK AVP block: blocks ERK signaling stimulated by vasopressin. HEK293-V1b, vasopressin-stimulated pERK AlphaScreen. Potency, µM (series often up to 57.5 µM), inactives show at the highest dose activity, negative = inhibition, actives largely listed as inhibitors. 72,000 compounds, 0.99% hits; also: potency is read from the fitted curve at half-maximal effect; % is scaled to controls: 0 for no effect and ±100 for the full control effect; nearly all actives have a fitted effect of over 55% in size
#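 qHTS, compounds titrated on V1b-expressing HEK293 cells. Preincubation 30 min at 37C, vasopressin 25 nM for 5 min, lysis 10 min, bead incubation 5 hr at room temperature.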
# HADH2 inhib: blocks human hydroxyacyl-CoA dehydrogenase type II | recombinant HADH2, NADH fluorescence, beta-hydroxybutyryl-CoA | Potency, µM (doses to about 57.1 µM), inactives show at the top dose activity change, negative = inhibition, most hits filed as inhibitors | 73,000 compounds, 3.4% hits; also: potency is read from the fitted curve at half-maximal effect; % is scaled to controls: 0 for no effect and ±100 for the full control effect; nearly all actives have a fitted effect of over 60% in size; many of its hits are not listed in these tables
# Target sequence (Q99714 whole entry, looked up, one chain of several): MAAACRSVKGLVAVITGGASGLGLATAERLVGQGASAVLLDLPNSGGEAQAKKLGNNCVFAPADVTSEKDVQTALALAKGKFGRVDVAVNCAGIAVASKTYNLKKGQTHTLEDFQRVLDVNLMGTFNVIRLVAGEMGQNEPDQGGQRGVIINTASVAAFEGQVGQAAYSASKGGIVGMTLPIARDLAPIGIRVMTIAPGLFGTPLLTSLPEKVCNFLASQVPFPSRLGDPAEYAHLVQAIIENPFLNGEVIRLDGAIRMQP
#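 Read-out: 360 nm excitation, 450 nm emission, kinetic over 4 min. Conditions: His-tagged human HADH2 20 nM, pH 9.0 Tris with Tween-20, 1 mM NAD+, 90 uM beta-hydroxybutyryl-CoA.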
# Tau fil binding: tau filament binding; P10636; recombinant tau filaments, thioflavin S fluorescence, 15 h; filaments grown with octadecylsulfate alongside compound; Potency, µM (titrated, usually from 57.1 µM), for the others: at the highest dose activity change, negative = inhibition; 71,000 compounds, 2% hits; AID 596;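 also: potency is read from the fitted curve at half-maximal effect; % is scaled to controls: 0 for no effect and ±100 for the full control effect; actives lower thioflavin S fluorescence by blocking filaments or displacing dye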
#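 Tau 2 uM in ThS buffer dispensed; compound added; 60 uM ODS added (finals 1 uM tau, 30 uM ODS); 15 h 37 C; fluor ex450/em510.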
# HBB splice mod: hemoglobin beta splicing modulation. 65,000 compounds, 0.06% hits. HBB splicing reporter cell assay, activation; EGFP reporter with mutant IVS2-654 intron; response scale: normalised to 500 nM splice-correcting PNA. Potency, µM (doses to about 46.1 µM), for the others: at the top dose activation, usual class: activators; also: potency is read from the fitted curve at half-maximal effect; 0% is about no effect
#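 Compounds were applied for 2 days to HeLa EGFP-654 cells, 500/well in Optimem with 2% FCS. The reporter's EGFP is disrupted by mis-splicing of beta-globin intron IVS2-654. Readout: summed well GFP fluorescence from 488 nm laser scanning; reference was 500 nM antisense […] 654 PNA.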
# TexasRed autofl: compound fluoresces in the Texas Red spectral region. 59,000 compounds, 0.06% hits. max dye-equivalent concentration, M. Compound fluorescence, Texas Red channel, 547/618 nm; stronger effect = higher value. AID 587; in the data active = max dye-equivalent concentration above about 10 nM; inconclusive = between about 1.1 nM and that limit
#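 Compound fluorescence was read after 15 min at room temperature in 100 mM Tris, pH 8.0, using 547 nm excitation and 618 nm emission across a concentration series. It was expressed as Texas Red dye-equivalent concentration from an on-plate standard curve.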
# ALOX15 inhib: inhibitors of human 15-lipoxygenase (ALOX15). P16050. purified 15hLO-1, xylenol orange hydroperoxide absorbance. Potency, µM (titrated, usually from 57.1 µM), without a hit: top-dose activity change, negative = inhibition, actives largely listed as inhibitors. 74,000 compounds, 1.4% hits; also: potency is read from the fitted curve at half-maximal effect; % is scaled to controls: 0 for no effect and ±100 for the full control effect; nearly all actives have a fitted effect of over 55% in size
# Target sequence (P16050 whole entry, looked up): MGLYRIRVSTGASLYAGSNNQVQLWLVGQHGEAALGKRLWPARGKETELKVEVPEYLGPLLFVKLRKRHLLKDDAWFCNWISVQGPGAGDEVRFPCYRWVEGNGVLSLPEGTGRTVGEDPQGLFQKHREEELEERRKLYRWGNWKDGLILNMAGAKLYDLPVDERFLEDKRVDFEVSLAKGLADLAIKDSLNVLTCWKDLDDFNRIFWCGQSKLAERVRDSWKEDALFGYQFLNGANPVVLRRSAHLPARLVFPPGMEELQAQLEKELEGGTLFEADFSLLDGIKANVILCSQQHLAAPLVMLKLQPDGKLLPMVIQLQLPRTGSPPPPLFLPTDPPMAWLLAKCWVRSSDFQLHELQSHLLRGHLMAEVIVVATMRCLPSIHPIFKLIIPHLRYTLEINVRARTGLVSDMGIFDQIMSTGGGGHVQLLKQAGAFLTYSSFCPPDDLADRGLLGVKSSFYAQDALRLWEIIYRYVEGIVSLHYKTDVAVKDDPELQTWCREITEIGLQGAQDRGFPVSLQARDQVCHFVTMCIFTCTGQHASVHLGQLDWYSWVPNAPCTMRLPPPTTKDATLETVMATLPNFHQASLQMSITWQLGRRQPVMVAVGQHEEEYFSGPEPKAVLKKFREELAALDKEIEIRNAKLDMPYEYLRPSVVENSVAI
#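 Readout: Fe(III)-xylenol orange absorbance, 573-to-405 nm ratio as reaction progress. Enzyme 40 nM purified human 15hLO-1, substrate 50 uM arachidonic acid, 6 min RT after 15 min compound preincubation; Hepes pH 7.5 buffer with Triton X-100.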
# Rhodamine fluor: rhodamine region autofluorescence | Rhodamine-region fluorescence, 547/598 nm, Tris buffer; stronger effect = higher value | max dye-equivalent concentration, M | 59,000 compounds, 0.05% hits | AID 594; in the data active = max dye-equivalent concentration above about 11 nM; inconclusive = between about 1.1 nM and that limit
#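 Compounds in 100 mM Tris buffer, pH 8.0, were incubated 15 min at room temperature, then read at 547 nm excitation and 598 nm emission. Fluorescence was normalized against a per-plate six-point rhodamine standard curve as dye-equivalent concentration.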
# Hsp90 Hop PPI: changes Hsp90-Hop TPR2A binding signal, up or down. AlphaScreen TPR2A-His6 binding biotin-Hsp90 C-terminal peptide. Potency, µM (doses to about 57 µM), inactives show at the highest dose activity change, negative = inhibition. 71,000 compounds, 0.44% hits. AID 595; active = well fitted curve in either direction with a large enough effect; inconclusive = small, poorly fitted or top-dose-only effect, or another doubt; also: potency is read from the fitted curve at half-maximal effect; % is scaled to controls: 0 for no effect and ±100 for the full control effect; many of its hits are not listed in these tables
# CRE Fsk mod: modulators of forskolin-stimulated CRE signaling in CHO cells; CHO CRE-bla reporter (cAMP response element driving beta-lactamase), forskolin EC10, beta-lactamase ratio; Potency, µM (series often up to 38.2 µM), inactives show at the highest dose activity change, negative = inhibition, most hits filed as activators; 71,000 compounds, 2.5% hits; AID 662; active = well fitted activation curve with a large enough effect in the signal ratio, with a control signal flat, not every such curve was filed as active; inconclusive = small, poorly fitted or top-dose-only effect, or effect the other way, or a change in a side signal; the % refers to the signal ratio; also: potency is read from the fitted curve at half-maximal effect; % of control where 0% means no effect
#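 The 460nm/530nm emission ratio after CCF4 loading defined %Activity, from which AC50 values were obtained. CRE-bla CHO cells received compound dilution series together with an EC10 level of NKH 477 for 3 hours at 37 degrees Celsius.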
# Luciferase inh: inhibitors of firefly luciferase; purified firefly luciferase, luminescence, 8 min; Potency, µM (highest dose often 57.1 µM), for the others: top-dose activity change, negative = inhibition, usual class: inhibitors; 72,000 compounds, 2.2% hits; AID 411; also: potency is read from the fitted curve at half-maximal effect; % is scaled to controls: 0 for no effect and ±100 for the full control effect; nearly all actives have a fitted effect of over 40% in size
#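 Substrate buffer containing 10 uM ATP (pH 7.2 imidazole, Mg2+, KCl, detergent, BSA) is dispensed, compound pinned in, then luciferase/luciferin detector mix added. After 8 min at ambient temperature, light output is measured.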
# DNA Pol III inh: DNA polymerase III holoenzyme inhibition. Potency, µM (series often up to 57.1 µM), without a hit: at the top dose activity change, negative = inhibition. reconstituted DNA polymerase III holoenzyme replication, biochemical. AID 603. 71,000 compounds, 0.25% hits; also: potency is read from the fitted curve at half-maximal effect; % is scaled to controls: 0 for no effect and ±100 for the full control effect
#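 Reconstituted *E. coli* holoenzyme (0.35 nM Pol III, 1 nM beta, 154 nM SSB, 2 nM primase) was preincubated with compound for 15 min at RT. Synthesis on 1.4 nM ssM13Gori ran 35 min, then was stopped with PicoGreen/EDTA and read as dsDNA fluorescence.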
# An asterisk follows results filed as active; i = inactive; ? = inconclusive; . = no result given; [ ] = remark or other dose. Unless noted, calls follow the shape of the dose curve; as a rule, active = well fitted curve in the direction sought with a large enough effect; inconclusive = small, poorly fitted or top-dose-only effect, or another doubt; inactive = no such curve, though single readings can be large; an effect the other way counts as inactive or inconclusive. Not all compounds are listed; rates above refer to the full screens.
SMILES,ERK AVP block,HADH2 inhib,Tau fil binding,HBB splice mod,TexasRed autofl,ALOX15 inhib,Rhodamine fluor,Hsp90 Hop PPI,CRE Fsk mod,Luciferase inh,DNA Pol III inh
CC[C@@H]1Cc2cc(O)ccc2C2=C1c1ccc(O)cc1C[C@H]2CC,60%[activator],25µM*,25µM*,0.5%,i,10µM*,i,-25%,?,0%,23%
CCCOc1ccc(C(=O)NCCC(=O)NCCCC(=O)OCC)cc1,9%,-5%,-11%,-0.2%[9.22 µM],.,1%,.,-1%,1%,2%,-1%
Cc1cc(C(=O)COC(=O)CCC(=O)c2ccc3c(c2)OCCO3)c(C)n1Cc1ccco1,16%,2%,64%,1.8%,i,-25%,i,-2%,-11%,-6%,4%
CCC(=O)Nc1ncnc2ncn(C(=O)CC)c12,-4%[11.5 µM],7%[11.4 µM],-10%[11.4 µM],4.2%[9.22 µM],i,5%[11.4 µM],i,-1%[11 µM],11%[7.6 µM],2%[11.4 µM],0%[11.4 µM]
Cc1ccc2oc(=O)c3cnn(CC(=O)NC4CCCCC4C)c3c2c1 (stereo not given),-7%,3%,72%,0.0%,.,1%,.,4%,-6%,1%,1%
CN(c1ccc(Cl)cc1)c1cc(=O)n(C)c2ccccc12,13%,-20%,34%,-0.5%,i,?,i,-2%,12%,-7%,-2%
CCCN1CCN(CCCNC(=O)Cn2nc(-c3ccc(Cl)cc3)ccc2=O)CC1,-4%,-3%,-20%,-2.0%[0.369 µM],?,-5%,i,-7%,-17%,2%,-3%
O=S(=O)(c1ccc(Cl)cc1)N1CCN(c2ccc(N3CCOCC3)nn2)CC1,-9%,18%,8%,1.1%,i,3%,i,-3%,-4%,0%,2%
CN1CCc2c(sc3c2C(=O)NC(/C=C/c2ccco2)N3)C1 (stereo not given),16µM*,?,298%,1.5%[0.369 µM],i,?,i,-10%,16%,-15%,-10%
O=C(CSc1nnc(Cc2cccs2)n1-c1ccccc1)NC1CCCCC1,-13%,?,252%,-1.3%,i,-9%,i,-23%,-5%,1%,2%
O=C(CSc1nc2ccccc2o1)NCc1ccc2c(c1)OCO2,?,-5%,-21%,-0.4%,.,-19%,.,-1%,-20%,1%,-2%
Cc1ccc2nc(SCC(=O)O)nc(C)c2c1,17%,-5%,-11%,2.0%,i,6%,i,-4%,7%,2%,0%
CC1(C)CC(=O)N(CC(=O)O)c2ccccc2S1(=O)=O,.,-9%,-6%,0.4%,.,1%,.,-4%,-3%,-3%,2%
O=C(CCNC(=O)c1ccc(Br)o1)NCc1ccccn1,0%,2%,5%,-3.8%[0.369 µM],?,22%,i,?,?,0%,6%
O=C(c1cc(-c2ccccc2)nc2ccccc12)N1CCOCC1,-29%,1%,-4%,-1.4%,.,-10%,.,-3%,5%,-7%,-3%
O=C(Nc1ccccc1C(=O)NC1CCCC1)NC1CCCC1,0%,-8%,2%,.,i,5%,i,0%,1%,-7%,-2%
CCOC(=O)c1cc(-c2ccc3c(c2)OCO3)nc2onc(C)c12,30%[activator],20%,114%,2.6%,i,-4%,i,22%,?,-1%,7%
CCCC(=O)N(c1ccc2oc(=O)sc2c1)S(=O)(=O)c1cccs1,-25%,1.3µM*,4%,-0.8%,i,16µM*,i,-11%,-4%,-5%,-7%
O=C(CCCNS(=O)(=O)c1cccs1)N1CCN(c2cccc(Cl)c2)CC1,-4%,-1%,5%,-0.7%,i,-7%,i,-5%,?,-3%,-1%
NC(=O)Cn1c(=O)oc2ccccc21,-11%,1%,9%,5.0%,i,1%,i,-6%,?,0%,-9%

# Results in HADH2 inhib and CRE Fsk mod, for two of the compounds above:
Molecule,HADH2 inhib,CRE Fsk mod
O=C(CSc1nnc(Cc2cccs2)n1-c1ccccc1)NC1CCCCC1,?,-5%
O=C(CSc1nc2ccccc2o1)NCc1ccc2c(c1)OCO2,-5%,-20%

# Next structures follow.
SMILES,ERK AVP block,HADH2 inhib,Tau fil binding,HBB splice mod,TexasRed autofl,ALOX15 inhib,Rhodamine fluor,Hsp90 Hop PPI,CRE Fsk mod,Luciferase inh,DNA Pol III inh
COC(=O)CC1SC(=O)NC1=Nc1ccccc1 (stereo not given),-1%,-6%,1%,-7.9%,.,4%,.,-1%,-3%,1%,-4%
Cc1c(NC(=O)NCCN2C(=O)C3C4C=CC(C4)C3C2=O)c(=O)n(-c2ccccc2)n1C (stereo not given),4%,-5%,2%,-0.2%,.,-3%,.,-4%[2.3 µM],3%,4%,3%
O=C(OCN1C(=O)c2ccccc2C1=O)c1ccco1,-16%,1%[11.4 µM],-5%[11.4 µM],2.6%[0.0738 µM],.,8%[11.4 µM],.,-5%[11 µM],?,2%,-8%[11.4 µM]
COC(=O)Nc1nn(Cc2ccccc2F)cc1Br,0%,-13%,7%,1.8%,i,6%,i,-3%,-5%,0%,3%
O=C(c1ccncc1)N(Cc1ccccc1)Cc1nc2ccccc2c(=O)[nH]1,4%,-7%,0%,0.1%[57.5 µM],i,6%,i,-3%,?,0%,-5%
NC(=O)c1oc2ccccc2c1NC(=O)CN1CCCCC1,9%,22%,1%,3.9%[1.84 µM],i,-9%,i,-1%,?,-19%,-2%
Cc1cccn2c(=O)c3cc(C(=O)N4COCC4(C)C)n(C)c3nc12,-1%,25µM*,-2%,-2.3%,i,4%,i,0%,?,2%,0%
Oc1ccccc1NCC(O)Cn1ccc2ccccc21 (stereo not given),-6%,-9%,13µM*,7.8%[57.5 µM],i,6.3µM*,i,?,?,3%,-3%
Cc1cc(=O)oc(C)c1C(=O)NCCCN1CCN(c2ccccc2F)CC1,4%,-8%,-1%,1.6%,?,-1%,i,-6%,-18%,2%,10%
COc1ccccc1-c1c(C)nn2c(N3CCC4(CC3)OCCO4)cc(C)nc12,20%,-2%,-5%,-0.1%,i,11%,i,0%,3%,0%,1%
O=C(CCc1n[nH]c(=O)[nH]c1=O)N1CCCCC1,.,-4%,-15%,0.2%,.,-2%,.,0%,-5%,1%,-3%
COc1ccc(CNC(=O)c2cnc3scc(C)n3c2=O)cc1,.,?,1%,-1.1%,.,0%,.,-3%,?,-8%,-4%
COc1cc2c(C(=O)N3CCN(Cc4ccc5c(c4)OCO5)CC3)cn(C)c(=O)c2cc1OC,-12%,1%,6%,-2.6%,i,2%,i,-5%,?,-3%,-3%
CCn1c2ccccc2c2nnc(SCCCn3c(=O)[nH]c4ccccc43)nc21,?,1%[11.4 µM],149%[11.4 µM],-2.2%[0.0738 µM],.,3%[11.4 µM],.,-17%[11 µM],?,1%,-1%[11.4 µM]
COc1ccc(NC2CC(=O)N(c3ccccc3)C2=O)cc1 (stereo not given),-3%,1%,2%,0.1%,i,-10%,i,-8%,21%,0%,-9%
CCOc1ccc(NCC2CCOC(C)(C)C2)cc1 (stereo not given),?,2%,21%,-0.8%,i,-17%,i,-11%,3.2µM*,-1%,0%
Cc1cc(NC(=O)CSc2nc(-c3ccc(F)cc3)cs2)no1,14%,1%,37%,-0.5%,i,-6%,i,-1%,9%,0%,-2%
CC(C)(C)NC(=O)CSc1nncn1NCc1ccccc1,-10%,0%,10%,.,?,10%,i,-2%,0%,1%,0%
COC(=O)c1ccccc1NC(=O)CCNC(=O)Cn1cnc2ccccc2c1=O,8%,-7%,3%,0.5%,i,11%,i,-3%,-11%,1%,0%
O=C(O)c1cccc(Cn2cccn2)c1,25%,-2%,-9%,-1.5%,i,4%,i,-4%,?,1%,-1%
CN(Cc1ccco1)c1ccnc(-c2ccccc2C(F)(F)F)n1,12%,-21%,0%,-0.8%,i,-17%,i,-2%,2%,-1%[2.29 µM],-7%
CCOC(=O)COc1ccc2nsnc2c1Cl,-26%,?,-19%,-3.3%[57.5 µM],i,3%,i,9%,?,-4%,2%
COC(=O)c1cc2c(C)nn(-c3ccccc3)c2s1,1%,25%,19%,.,i,0%,i,16%,?,0%,-5%
CC(C)CCN1C(=O)CCC1(C)C(=O)NC1CCCCCC1 (stereo not given),14%,2%,4%,0.1%,i,7%,i,-4%,3%,2%,-2%
COc1ccc(S(=O)(=O)N(Cc2cccs2)C2CCCC2)cc1,23%,-6%,86%,-0.4%[0.369 µM],i,-5%,i,?,4%,0%,-7%
CCOC(=O)C1CCN(C(=O)c2cccc(C(=O)N3CCC(C(=O)OCC)CC3)c2)CC1,-17%,-2%,7%,-0.4%,.,11%,.,-3%,8%,0%,5%
Cc1ccc(CCSCC(=O)O)cn1,-13%,-6%,2%,-0.8%,i,5%,i,0%,3%,1%,-6%
